Screening results as filed in PubChem.
ABCB1 block – blocks JC-1 efflux by human ABCB1 transporter. inhibition, % at 6.6 µM. CCRF-Adr cells, flow cytometry. P08183. 190,000 compounds, 0.067% hits; in the data active means inhibition above about 40%;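 further: 0% = vehicle and 100% = reference inhibitor; higher value means more JC-1 retained so stronger ABCB1 efflux block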
GSH bead fluor – compound fluoresces at 488/530 nm on GSH beads | GSH beads flow cytometry, compound fluorescence 488/530 nm; stronger effect = higher value | fluorescence (KMESF) at 10 µM | 190,000 compounds, 0.25% hits | AID 1776; in the data active means fluorescence above about 89;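 further: glutathione beads carrying GST-tagged Bcl family fusion proteins plus one bare bead set; values are compound well signal with DMSO vehicle wells as background; inactives centre near 16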
Bcl-XL Bim block – disrupts Bim peptide binding to human Bcl-XL. 190,000 compounds, 0.04% hits. AID 1007. bead flow cytometry, fluorescence. Q07817. inhibition, % at 10 µM
Bim-Bcl-W – inhibitors of Bim-Bcl-W interaction, human | Q92843 | bead-based flow cytometry, Bim peptide-Bcl-W binding | inhibition, % at 10 µM | 190,000 compounds, 0.02% hits;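 further: 0% = bound tracer without compound and 100% = peptide blocker; higher means less fluorescent Bim peptide bound to Bcl-W beads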
Target sequence (Q92843 whole entry, looked up): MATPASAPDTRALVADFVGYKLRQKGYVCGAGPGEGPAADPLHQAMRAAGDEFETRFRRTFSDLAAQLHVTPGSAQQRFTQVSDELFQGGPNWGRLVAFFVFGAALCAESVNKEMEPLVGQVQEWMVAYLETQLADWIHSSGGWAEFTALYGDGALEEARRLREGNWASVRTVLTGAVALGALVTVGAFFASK
RGS4-Gao reg – modulates binding of RGS4 to human Galphao | P09471 | Multiplexed bead flow cytometry; actives lie on both sides | binding response (% of control), % at 10 µM | 220,000 compounds, 0.33% hits | AID 1415; in the data active means binding response below about 49% or above about 150%; inactive means in between;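 further: fluorescent Galphao activated with aluminum fluoride binding bead-coupled RGS4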
Target sequence (P09471 whole entry, looked up): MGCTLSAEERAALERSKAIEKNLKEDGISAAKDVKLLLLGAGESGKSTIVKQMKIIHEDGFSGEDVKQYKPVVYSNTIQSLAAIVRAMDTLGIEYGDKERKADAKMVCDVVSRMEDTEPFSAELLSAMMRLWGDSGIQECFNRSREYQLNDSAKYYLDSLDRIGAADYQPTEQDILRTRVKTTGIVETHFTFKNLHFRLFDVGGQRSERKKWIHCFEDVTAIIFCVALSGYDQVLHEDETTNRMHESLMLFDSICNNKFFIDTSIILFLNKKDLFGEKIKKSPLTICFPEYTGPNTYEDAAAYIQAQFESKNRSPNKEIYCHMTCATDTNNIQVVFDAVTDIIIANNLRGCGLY
RGS7-Gao reg – regulators of human RGS7-Galphao interaction; P09471; Multiplexed bead flow cytometry, RGS7-Galphao binding; actives lie on both sides; binding response (% of control), % at 10 µM; 220,000 compounds, 0.35% hits; in the data active means binding response below about 49% or above about 150%; inconclusive means no clear call, values can overlap the other calls; inactive means in between;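 further: fluorescent Galphao held in activated GDP-AlF4 state binding bead-coupled RGS7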
Bim-Bcl-2 – disrupts Bim peptide binding to human Bcl-2; P10415; Bead-based flow cytometry, Bim peptide-Bcl-2 binding; inhibition, % at 10 µM; 190,000 compounds, 0.06% hits; AID 950; in the data active means inhibition above about 40%; inconclusive means no clear call, values can overlap the other calls;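 further: 0% = no compound wells with probe peptide and 100% = reference peptide inhibitor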
Target sequence (P10415 whole entry, looked up): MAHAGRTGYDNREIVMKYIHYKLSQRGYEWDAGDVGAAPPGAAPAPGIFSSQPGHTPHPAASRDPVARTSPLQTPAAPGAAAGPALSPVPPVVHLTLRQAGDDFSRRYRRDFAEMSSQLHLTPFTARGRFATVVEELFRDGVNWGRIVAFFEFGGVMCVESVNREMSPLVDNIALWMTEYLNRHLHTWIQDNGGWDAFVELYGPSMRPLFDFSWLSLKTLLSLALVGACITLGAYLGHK
Bim-Bcl-B – inhibitors of Bim-Bcl-B interaction, human; Q9HD36; bead-based flow cytometry, Bim peptide-Bcl-B binding; inhibition, % at 10 µM; 190,000 compounds, 0.073% hits;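 further: 0% = tracer peptide without compound and 100% = reference inhibitor peptide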
Target sequence (Q9HD36 whole entry, looked up): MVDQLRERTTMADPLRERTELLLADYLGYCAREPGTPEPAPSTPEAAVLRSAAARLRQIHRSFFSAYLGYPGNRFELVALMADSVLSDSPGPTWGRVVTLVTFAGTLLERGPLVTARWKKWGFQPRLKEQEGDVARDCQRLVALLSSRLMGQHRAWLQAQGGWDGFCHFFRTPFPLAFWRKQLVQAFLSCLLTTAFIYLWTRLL
ABCG2 block – inhibitors of human ABCG2 transporter, ABCB1 counter-screen | Q9UNQ0 | IgMXP3 cells, JC-1 efflux, flow cytometry | inhibition, % at 6.6 µM | 190,000 compounds, 0.1% hits | AID 1325;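 active means inhibition above 80%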;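 further: 0% = DMSO and 100% = nicardipine control wells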
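material = IgMXP3 (ABCG2) plus far-red-tagged CCRF-Adr (ABCB1) cells | amount = 3 million cells/mL, equal mix of both lines | also added = JC-1 transporter substrate | dosing = one concentration, 6.6 µM final | schedule = 10 min at 25 °C | measured by = flow cytometric JC-1 green MFI at 530 nm | read-out basis = percent efflux inhibition, scaled nicardipine 100% to DMSO 0%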
RGS8-Gao reg – modulates binding of RGS8 to human Galphao. P09471. multiplexed bead flow cytometry; actives lie on both sides. response (percent of control binding), % at 10 µM. 220,000 compounds, 0.34% hits. AID 1423; in the data active means response below about 60% or above about 140%; inactive means in between;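 further: Galphao activated as the GDP aluminium fluoride complex binding bead-coupled RGS8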
Bim-Bfl-1 – human Bim-Bfl-1 interaction inhibition; Bead-based flow cytometry, Bim-Bfl-1 binding inhibition; inhibition, % at 10 µM; 190,000 compounds, 0.12% hits;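 further: 0% = wells without compound plus tracer and 100% = blocker peptide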
An asterisk follows results filed as active; u = inconclusive. Unless noted, no stated cut-off is given here; in the data, active means inhibition above about 40%. Rows are unselected; overall some 1.1% were active at least once.

SMILES | ABCB1 block | GSH bead fluor | Bcl-XL Bim block | Bim-Bcl-W | RGS4-Gao reg | RGS7-Gao reg | Bim-Bcl-2 | Bim-Bcl-B | ABCG2 block | RGS8-Gao reg | Bim-Bfl-1
O=C(CSc1ccc(-c2ccc(F)cc2)nn1)N1CCOCC1 | -0.5 | 20 | -4 | 1 | 97 | 105 | -2 | -3 | 1 | 102 | -5
O=C(O)c1cc(N/N=C/c2ccc(N3CCOCC3)s2)ccc1Cl | -1.3 | 3 | -6 | 4 | 95 | 90 | 6 | -2 | -7 | 96 | 13
N#CC1(c2ccc(NC(=O)c3ccccc3F)cc2)CCCC1 | 0.7 | 15 | -6 | -2 | 101 | 99 | -4 | -13 | 33 | 103 | -3
CCCCn1c(CNC(=O)C23CC4CC(CC(C4)C2)C3)nnc1SC(C)CC (stereo not drawn) | 1.2 | 19 | -10 | -6 | 101 | 98 | -11 | -8 | 0 | 101 | -14
Cc1ccc(NC(=O)CCC(=O)NNC(=O)c2cccs2)c(C)c1 | -0.3 | 9 | 1 | 0 | 117 | 110 | 0 | 0 | -1 | 109 | -1
CCOCC(=O)Nc1cc(C(F)(F)F)ccc1Oc1cccc(Br)c1 | 0.6 | 12 | 2 | 0 | 98 | 97 | 2 | -3 | 5 | 99 | 0
COc1cccc(CN2CCCCC2C(=O)O)c1 (stereo not drawn) | -0.6 | 12 | -2 | 0 | 98 | u | 1 | -1 | -1 | 101 | 3
CC(C)N(Cc1nc(-c2ccc(Cl)cc2)no1)C(=O)C12CC3CC(CC(C3)C1)C2 | 1.4 | 26 | 4 | 0 | 99 | 104 | -8 | -11 | 4 | 99 | -15
CCOc1ccccc1OCC(=O)NN1Cc2ccccc2C1=N | 0.8 | 66 | -4 | 0 | 101 | 105 | -5 | -2 | 2 | 102 | -6
O=C(Cc1cccs1)NCc1ccco1 | 1.0 | 44 | -3 | -2 | 100 | 97 | -6 | -9 | 2 | 102 | -10
O=C(O)/C=C/C(=O)NCc1cn(-c2ccccc2)nc1-c1cccc(Br)c1 | 0.0 | 15 | -2 | 0 | 100 | 93 | 0 | -7 | -1 | 93 | 1
Cc1nc(C)c(C(=O)Nc2ccccc2)s1 | 0.3 | 10 | 1 | 5 | 101 | 100 | 0 | -1 | 6 | 100 | -3
COc1cc([N+](=O)[O-])ccc1NC(=O)CCCOc1cc(C)ccc1C | 0.2 | 18 | -9 | -6 | 90 | 89 | -10 | -17 | 7 | 92 | 6
CC1CCN(c2nnc(N3CCC(C)CC3)c3ccccc23)CC1 | 1.1 | 19 | -5 | -1 | 20* | 12* | -3 | -1 | 6 | 18* | 3
Nc1ccc(S(=O)(=O)NC(=O)c2ccccc2)cc1 | -0.4 | 20 | 0 | 0 | 102 | 101 | 0 | -5 | -2 | 102 | 0

Another view of part of the listing above:
| Compound | ABCB1 block | GSH bead fluor | Bcl-XL Bim block | Bim-Bcl-W | RGS4-Gao reg | RGS7-Gao reg | Bim-Bcl-2 | Bim-Bcl-B | ABCG2 block | RGS8-Gao reg | Bim-Bfl-1 |
| --- | --- | --- | --- | --- | --- | --- | --- | --- | --- | --- | --- |
| CCOc1ccccc1OCC(=O)NN1Cc2ccccc2C1=N | 0.8 | 66 | -4 | 0 | 101 | 105 | -5 | -2 | 2 | 102 | -6 |
| Cc1nc(C)c(C(=O)Nc2ccccc2)s1 | 0.3 | 10 | 1 | 5 | 101 | 100 | 0 | -1 | 6 | 100 | -3 |
| O=C(O)c1cc(N/N=C/c2ccc(N3CCOCC3)s2)ccc1Cl | -1.3 | 3 | -6 | 4 | 95 | 90 | 6 | -2 | -7 | 96 | 13 |
| CCOCC(=O)Nc1cc(C(F)(F)F)ccc1Oc1cccc(Br)c1 | 0.6 | 12 | 2 | 0 | 98 | 97 | 2 | -3 | 5 | 99 | 0 |

The results go on:
SMILES | ABCB1 block | GSH bead fluor | Bcl-XL Bim block | Bim-Bcl-W | RGS4-Gao reg | RGS7-Gao reg | Bim-Bcl-2 | Bim-Bcl-B | ABCG2 block | RGS8-Gao reg | Bim-Bfl-1
O=[N+]([O-])c1cc(S(=O)(=O)/N=C(/c2ccccc2)N2CCOCC2)ccc1Cl | 0.2 | 12 | 1 | 0 | 98 | 94 | 1 | -1 | 0 | 99 | 0
Cc1ccc2[nH]c3c(c2c1)CN(C(=O)CN1CCN(c2ccccc2)CC1)CC3 | 0.4 | 8 | 0 | 2 | 96 | 98 | 1 | 0 | 2 | 103 | 2
COc1ccc(Cn2nnnc2C(c2cccs2)N2CCOCC2)cc1 (stereo not drawn) | 0.8 | 29 | -5 | 1 | 101 | 101 | -11 | -9 | 3 | 100 | -18
N#C/C(=C\c1cccnc1)C(=O)Nc1ccccc1 | 0.1 | 10 | -3 | -3 | 99 | 101 | 0 | -6 | 3 | 99 | -5
CCN(CC)S(=O)(=O)c1cc(NC(=O)C(C)N2CCN(c3ccccn3)CC2)ccc1C (stereo not drawn) | 4.0 | 16 | -4 | -2 | 94 | u | -6 | -6 | 21 | 98 | -8
C=CCN(CC=C)C(=O)C(=O)c1cc(C)n(-c2ccc([N+](=O)[O-])cc2)c1C | 1.1 | 33 | -15 | -1 | 94 | 101 | -8 | -11 | 9 | 98 | -16
O=C(Nc1ccc(N=Nc2ccccc2)cc1)c1ccccc1Cl | 0.1 | 19 | -7 | -4 | 97 | 97 | -11 | -11 | 4 | 102 | -16
Cc1nnc(NC(=O)CCSc2ccccc2)s1 | 0.1 | 22 | -10 | -1 | 99 | 100 | -9 | -10 | 1 | 100 | -13
NC1=NC2(CCCCC2)N(c2ccc(F)cc2)C(N)=N1 | -0.4 | 30 | 0 | 0 | 97 | 97 | 6 | -2 | 7 | 100 | 0
O=C(c1ccco1)N1N=C(c2ccc(Br)cc2)CC1(O)C(F)(F)F (stereo not drawn) | 1.0 | 13 | 1 | 0 | 98 | u | 1 | 5 | 20 | 99 | 5
CC(CN1CCOCC1)OC(=O)/C=C/c1ccccc1 (stereo not drawn) | 0.3 | 9 | 0 | 0 | 99 | 101 | -6 | 2 | 6 | 100 | -5
O=C(O)c1cc2nc(C3CC3)cc(C(F)(F)F)n2n1 | 0.1 | 24 | 0 | 3 | 98 | 94 | -8 | -6 | 1 | 96 | -8
Cc1ccc(N2CC(C(=O)Nc3nnc(SCC(=O)Nc4cc(C)on4)s3)CC2=O)cc1 (stereo not drawn) | -1.2 | 8 | -1 | 3 | 105 | 102 | 15 | 11 | -7 | 105 | 14
O=[N+]([O-])c1ccccc1C1Nc2cccc3cccc(c23)N1 | 0.0 | 15 | -3 | 8 | 86 | 90 | 3 | -1 | 0 | 88 | 13
COc1ccc(CNC(=O)CN(C)S(=O)(=O)c2ccc(Cl)cc2)cc1 | 0.8 | 17 | -5 | -4 | 101 | u | -6 | -7 | 4 | 100 | -7
Cc1ccc(-c2cc(C(F)F)nc(N3CCC(C)CC3)n2)cc1 | 0.4 | 18 | 1 | 0 | 90 | 93 | 3 | 3 | 5 | 96 | 5
COc1cccc(/C=C(/C#N)c2ccc(F)cc2)c1OCc1cccc(C(=O)O)c1 | -0.7 | 8 | -4 | -2 | 99 | 99 | -1 | -4 | 9 | 101 | -2
CC(OC(=O)c1ccncc1)C(=O)Nc1cccc([N+](=O)[O-])c1 (stereo not drawn) | -0.1 | 7 | -3 | -3 | 96 | 98 | 0 | -4 | 0 | 98 | -2
Cc1cc(C)n(C(=O)CSc2ccc(Cl)cc2)n1 | -2.6 | 22 | -1 | -2 | 98 | 99 | -2 | -3 | -1 | 106 | -3
Cc1oc(-c2cc3c(cc2Cl)OCO3)nc1CN1CCCC(C(=O)N2CCOCC2)C1 (stereo not drawn) | 0.6 | 12 | -4 | 0 | 102 | 98 | -2 | -4 | 10 | 103 | -5
O=C(CO/N=C/c1ccccc1Cl)N1CCCc2ccccc21 | 0.7 | 11 | -8 | -5 | 100 | 97 | -9 | -8 | 15 | 102 | -4
O=C(c1cccs1)c1cn(CC(=O)N2CCc3ccccc3C2)c2ccccc12 | 1.2 | 60 | -10 | 0 | 99 | 100 | -9 | -5 | 1 | 99 | -10
COc1cccc(C(=O)COC(=O)CCC(=O)NC2CCCCC2)c1 | 0.3 | 19 | -6 | 0 | 106 | 127 | -3 | -4 | 4 | 101 | -6
CCOC(=O)c1cc(-c2ccccc2)sc1NC(=O)CCN1C(=O)c2ccccc2C1=O | 3.4 | 10 | -5 | -4 | 104 | 104 | 1 | -1 | 76 | 101 | 0
Cc1cccc(C)c1NC(=O)CSc1ncnc2nc[nH]c12 | 0.3 | 16 | -7 | -1 | 107 | 100 | -9 | -8 | 1 | 111 | -10
Cc1ccc(C)n1-c1ccc(C(=O)NN)s1 | -0.2 | 10 | -4 | -3 | 87 | 91 | 2 | 0 | -1 | 98 | -1
O=C(Nc1ccc(F)cc1F)c1csc(-c2ccncc2)n1 | 0.9 | 13 | 0 | 2 | 98 | u | -2 | 0 | 52 | 101 | -2
CCCCN(c1ccccc1)S(=O)(=O)c1cccc(C(=O)O)c1 | -0.3 | 13 | 0 | 0 | 104 | 106 | -3 | 0 | 2 | 105 | -4
CC(C)(C)NC(=O)COC(=O)c1cc(Cl)ccc1[N+](=O)[O-] | -0.2 | 11 | -1 | 1 | 102 | u | -1 | 0 | -1 | 102 | -2
Nc1c(C(=O)C2CC2)sc2nc(-c3ccccc3)cc(C(F)(F)F)c12 | 13 | 126* | 0 | -3 | 90 | 92 | -6 | -21 | 29 | 95 | -13
NC(=O)CC[C@@H]1NC(=O)[C@@H]2CCCN2C(=O)c2cc([N+](=O)[O-])cc(I)c2NCCCC[C@@H](C(=O)NC(CC(=O)O)C(N)=O)NC1=O (stereo partly drawn) | 0.2 | 17 | 0 | 0 | 96 | 94 | 1 | 0 | 7 | 102 | -1
COc1ccccc1OCCCn1c(=O)sc2ccccc21 | 1.3 | 18 | -4 | -1 | 100 | 98 | -5 | -6 | 65 | 100 | -16
O=C(Nn1c(Cc2ccccc2)nc2ccccc2c1=O)c1c(O)c2cccc3c2n(c1=O)CCC3 | -0.9 | 14 | -1 | 0 | 99 | 99 | -6 | 2 | -6 | 99 | -3
COc1ccc(Cn2nnnc2C(c2cc3cc(C)ccc3[nH]c2=O)N2CCN(C)CC2)cc1 (stereo not drawn) | -0.1 | 59 | -2 | 0 | 100 | 100 | -4 | -4 | 1 | 102 | -10
CCOc1ccc(NC(=S)Nc2ccccc2C2(C)CC2)cc1 | 1.2 | 21 | -1 | 0 | 105 | u | 0 | 0 | 9 | 103 | -1
CCOc1ccc(-n2c(SCC(=O)NCc3ccco3)nc3ccccc3c2=O)cc1 | 1.6 | 25 | -2 | 0 | 95 | 91 | -1 | -3 | 9 | 97 | -4
Cc1ccc(-n2c(Cc3cccs3)nnc2SCC(=O)Nc2ccc(S(N)(=O)=O)cc2)cc1 | 0.1 | 54 | 0 | 0 | 102 | 98 | -10 | -11 | 0 | 101 | -9
CN(C)/C=C/C(=O)c1cnc(-c2ccccn2)s1 | -0.3 | 15 | -1 | -5 | 102 | 102 | -3 | -1 | 0 | 100 | -3
CC(C)=C(NC(=O)c1ccccc1)C(=O)NCCCC(=O)O | 0.3 | 23 | 0 | 0 | 97 | 96 | 1 | 2 | 1 | 100 | -1
CCOc1ccc(N=C(C)c2ccccc2O)cc1 | 0.1 | 10 | -8 | -4 | 100 | 101 | -4 | -9 | 2 | 102 | 0
